Assay outcomes (PubChem)
CHRM1 antagonist = human M1 muscarinic receptor antagonists, primary screen, CHO-K1 cells, Fluo-8 calcium fluorescence, 1536-well | Muscarinic acetylcholine receptor M1 (Homo sapiens), P11229 | CHO-K1 hM1, ACh EC80 antagonist | inhibition, % at 3 µM | 1.3% of 360,000 active;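 active means percent inhibition above its own plate's cutoff, namely the mean of that plate's compound wells plus 3 SD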;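 further: peak over basal fluorescence ratio during 140 s after agonist addition; 0% = ACh EC80 plus DMSO and 100% = DMSO alone without agonist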
M1 ag = human M1 muscarinic receptor agonists, primary screen, Fluo-8 calcium fluorescence, CHO-K1 cells, HTS; 0.33% of 360,000 active; Muscarinic acetylcholine receptor M1 (Homo sapiens), P11229; CHO-K1 hM1, agonist mode; 0% DMSO, 100% acetylcholine EC100; activation, % at 3 µM; AID 588814, 2011;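 active means activation above the run's mean compound activation plus 3 SD, cut at about 16% in these data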;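 further: peak over basal fluorescence ratio within a 140 s kinetic read after compound addition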
CHRM4 antagonist = human M4 muscarinic receptor antagonists, primary screen, CHO cells, Fluo-8 calcium fluorescence. AID 624125, 2012. CHO-hM4 cells, ACh EC80. Muscarinic acetylcholine receptor M4 (Homo sapiens), P08173. 0.73% of 360,000 active. inhibition, % at 3 µM;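 active means inhibition above its plate's cutoff, the mean inhibition of sample wells plus 3 SD, cut at about 27% in these data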;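 further: 0% = acetylcholine EC80 with DMSO and 100% = DMSO without agonist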
Target sequence (P08173 whole entry, looked up): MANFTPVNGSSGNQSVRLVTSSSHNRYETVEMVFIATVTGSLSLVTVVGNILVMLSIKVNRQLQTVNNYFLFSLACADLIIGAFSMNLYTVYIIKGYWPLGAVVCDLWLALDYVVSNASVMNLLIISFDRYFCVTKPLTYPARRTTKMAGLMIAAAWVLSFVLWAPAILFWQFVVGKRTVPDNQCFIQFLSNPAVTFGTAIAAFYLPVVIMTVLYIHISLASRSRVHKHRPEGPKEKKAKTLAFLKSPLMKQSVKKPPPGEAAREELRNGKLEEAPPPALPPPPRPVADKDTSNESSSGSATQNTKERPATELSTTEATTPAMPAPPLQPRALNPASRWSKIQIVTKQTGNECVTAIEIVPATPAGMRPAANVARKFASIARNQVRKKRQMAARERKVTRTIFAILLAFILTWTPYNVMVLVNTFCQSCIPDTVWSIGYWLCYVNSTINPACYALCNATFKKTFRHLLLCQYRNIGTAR
M1 ag parental = counter-screen for M1 agonists: effect in parental CHO-K1 cells; Fluo-8 calcium fluorescence; scaled to maximal ATP response, vehicle zero; activation, % at 3 µM; 0.48% of 360,000 active; AID 602248, 2012; in the data active means activation above about 15%;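 further: untransfected CHO-K1 host cells lacking M1 receptor as counterscreen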
CHO-K1 Ca antag = counter-screen for M1 antagonists: effect in parental CHO-K1 cells | 0.6% of 360,000 active | ATP-induced calcium, Fluo-8 fluorescence | inhibition, % at 3 µM;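 active means inhibition above a per-plate cutoff, the plate's mean sample inhibition plus 3 SD, cut at about 24% in these data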;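 further: 0% = DMSO plus EC80 ATP and 100% = DMSO alone without ATP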
CHO parental Ca = ATP-evoked calcium signal inhibitors, parental CHO, primary screen, counter-screen for OX1R antagonist project, cell-based, fluorescence, Fluo-8 calcium dye; parental CHO-K1, ATP-induced calcium, Fluo-8 fluorescence; inhibition, % at 5.6 µM; 0.63% of 330,000 active; AID 463079, 2010;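 active means inhibition above that plate's mean sample inhibition plus 3 SD, cut at about 26% in these data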;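 further: 0% = ATP-challenged DMSO wells and 100% = DMSO wells without ATP; some compounds past the cut are filed as inactive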
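Measured by: calcium-sensitive Fluo-8 fluorescence / Test system: CHO parental line / Controls: ATP-challenged DMSO wells low, unchallenged DMSO wells high / Measure: % inhibition / Compound: single nominal dose of 5.6 µM per compound / Replicates: single well per compound, no replicates / Reagent: ATP as calcium-mobilizing challenge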
M4 ag = human M4 muscarinic receptor agonists, primary screen, CHO-K1 cells, Fluo-8 calcium fluorescence. Muscarinic acetylcholine receptor M4 (Homo sapiens), P08173. CHO-K1 hM4/Gqi5; vehicle 0%, full acetylcholine response 100%. activation, % at 3 µM. 0.14% of 360,000 active;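 active means activation above the run mean over all test wells plus 3 SD, cut at about 32% in these data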;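 further: peak over basal fluorescence ratio per well then scaled between controls; 0% = DMSO wells and 100% = acetylcholine at EC100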
OXTR potentiator = human OXTR potentiators, primary screen, fluorescence, CHO-OTR cells, Fluo-8 calcium. Oxytocin receptor (Homo sapiens), P30559. Fluo-8 calcium fluorescence, potentiator mode; 0% = oxytocin EC15, 100% = EC100. activation, % at 3 µM. 0.061% of 320,000 active. AID 2445, 2010;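 active means activation above that plate's cutoff, the mean activation of tested compounds plus 3 SD, cut at about 6.6% in these data, passing the limit was not always enough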;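 further: 100% uses oxytocin at 75 nM as the full agonist control; some results filed as inactive read as strong as hits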
Target sequence (P30559 whole entry, looked up): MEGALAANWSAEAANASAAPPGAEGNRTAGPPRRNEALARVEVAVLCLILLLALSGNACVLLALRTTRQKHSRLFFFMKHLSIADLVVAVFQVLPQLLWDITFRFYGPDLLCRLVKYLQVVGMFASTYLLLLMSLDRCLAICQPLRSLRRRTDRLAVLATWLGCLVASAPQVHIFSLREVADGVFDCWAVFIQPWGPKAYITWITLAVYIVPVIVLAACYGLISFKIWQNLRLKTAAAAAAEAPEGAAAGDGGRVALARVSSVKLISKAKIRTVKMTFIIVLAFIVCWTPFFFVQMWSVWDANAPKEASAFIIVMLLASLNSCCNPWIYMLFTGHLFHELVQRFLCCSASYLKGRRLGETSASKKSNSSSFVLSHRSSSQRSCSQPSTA
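Assay system: CHO-OTR cells, human receptor / Also added: oxytocin at about EC15, sub-maximal agonist stimulus / Dosing: single dose, 3.0 µM nominal final compound concentration / Incubation: 6 min pre-incubation, 100 s read / Technique: Fluo-8 calcium dye fluorescence / Read-out: % activation vs EC15 and EC100 oxytocin / Benchmarks: EC15 oxytocin low, 75 nM oxytocin high / Replicates: singlicate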
CHRM1 PAM = human M1 muscarinic receptor positive allosteric modulators, primary screen, CHO-K1 cells, Fluo-8 calcium fluorescence, 1536-well. AID 588819, 2011. CHO-K1 hM1, ACh EC20; 0% = ACh EC20, 100% = maximal ACh. activation, % at 3 µM. 0.088% of 360,000 active. Muscarinic acetylcholine receptor M1 (Homo sapiens), P11229; in the data active means activation above about 19%, passing the limit was not always enough
An asterisk follows results filed as active; . = not tested or not shown. Outcome played no part in choosing rows; overall some 2.9% were active at least once.

Each structure is followed by: CHRM1 antagonist	M1 ag	CHRM4 antagonist	M1 ag parental	CHO-K1 Ca antag	CHO parental Ca	M4 ag	OXTR potentiator	CHRM1 PAM
#1 Cc1ccc(OCC(=O)N/N=C\c2cn(C)c3ccccc23)c([N+](=O)[O-])c1
    -14	-2	3	0.3	5	-7	2	-15	7
#2 CC(=O)Nc1nnc([N+](=O)[O-])s1
    -15	-1	-1	0.9	-2	.	1	.	7
#3 COc1ccccc1-n1c(SCC(=O)O)nc2sc3c(c2c1=O)CCC3
    -2	-2	-7	0.1	7	-2	0	-2	0
#4 COCCN=c1scc(-c2ccccc2)n1/N=C/c1c[nH]c2ccccc12
    0	-5	3	0.7	0	-3	2	-7	8
#5 O=S(=O)(N/N=C\c1ccccc1O)c1ccc(Cl)cc1
    -4	-3	4	0.5	-4	.	0	.	6
#6 O=C(CN1CCN(S(=O)(=O)N2CCCCCC2)CC1)Nc1ccc(F)cc1
    11	-3	-5	3.0	-3	-9	3	-8	-7
#7 CCc1ccc2[nH]c(=O)c(CN(Cc3ccc(F)cc3)C(c3nnnn3CCN3CCOCC3)C(C)C)cc2c1 (stereo unspecified)
    -1	-3	6	-0.2	-6	-16	-1	-2	6
#8 FC(F)(F)c1cc(Cl)c2nc(-c3ccco3)c(Cc3ccccc3C(F)(F)F)n2c1
    .	.	45*	2.2	-6	.	4	.	.
#9 COc1ccc(NC(=O)CCN2CCN(S(=O)(=O)c3cc(Cl)ccc3Cl)CC2)cc1
    -8	9	-24	9.9	-44	-40	12	2	0
#10 COc1ccccc1CNC(=O)CN(C)S(=O)(=O)c1cccc2cccnc12
    -14	-1	-4	1.9	-10	-13	3	-9	14
#11 O=C(O)C(C/C(=N/O)c1ccc(Br)cc1)P(=O)(c1ccccc1)c1ccccc1 (stereo unspecified)
    -9	-3	-3	0.3	-14	8	0	-9	7
#12 Cc1ccc(S(=O)(=O)NC(CN2CCOCC2)=NCCNS(=O)(=O)c2ccccc2)cc1
    -5	-5	-6	0.1	-7	-13	0	-5	8
#13 O=C(NCc1n[nH]c(=S)n1-c1cccc(Cl)c1)c1cccs1
    2	-4	6	-0.4	23	-4	0	-4	-5
#14 COc1ccc2nc(COC(=O)c3cccc([N+](=O)[O-])c3)c(C(C)=O)[n+]([O-])c2c1
    2	-2	1	0.4	0	-19	1	3	0
#15 COc1ccc2oc(=O)c(-c3csc(Nc4cccc(O)c4)n3)cc2c1
    8	-6	10	2.3	-4	-6	5	-8	-2

Continued:
Each structure is followed by: CHRM1 antagonist	M1 ag	CHRM4 antagonist	M1 ag parental	CHO-K1 Ca antag	CHO parental Ca	M4 ag	OXTR potentiator	CHRM1 PAM
#16 Cc1cccc(-n2ncc(C#N)c2N)c1
    -12	-2	1	0.1	5	-3	1	-8	10
#17 O=C(CS(=O)(=O)c1ccccc1)NC1CCCCC1
    8	-2	9	3.6	-4	10	10	4	-3
#18 COc1cc(OC)cc(-c2nc(N)n[nH]2)c1
    -13	-3	-8	-0.1	-7	-7	0	-8	3
#19 CCOc1ccccc1OCCCC(=O)NC1CCCc2ccccc21 (stereo unspecified)
    0	-4	-9	0.6	15	-14	1	-9	-1
#20 C=CCOc1c(CNC2CCCC2)cc(Cl)cc1OC
    1	-5	-10	1.6	-14	-15	-1	-5	-3
#21 O=C(NCc1cc(C(F)(F)F)cc(C(F)(F)F)c1)c1cc(-c2cc(F)ccc2OCC2CCCO2)n[nH]1 (stereo unspecified)
    -13	-2	4	-0.2	3	.	0	.	8
#22 N#CCSc1n[nH]c2nc3c(c(=O)n12)C1(CCCC1)Cc1ccccc1-3
    11	3	5	3.0	9	-6	6	-24	-1
#23 CCCCCCCCCCC[N+](C)(C)CC/C=C1/c2ccccc2Sc2ccc(Cl)cc21
    99*	-10	52*	2.9	-14	2	1	-13	-30
#24 O=C(O)c1cc(S(=O)(=O)O)cc(Nc2c3ccccc3nc3ccccc23)c1O
    -10	-3	4	1.6	-7	0	3	-12	6
#25 O=C(CN(CC1CCCO1)C(=O)CNS(=O)(=O)c1ccc(Cl)cc1)NCc1ccc(F)cc1 (stereo unspecified)
    4	-6	16	1.1	-10	-10	2	2	0
#26 O=C(Nc1ccc(S(=O)(=O)N2CCOCC2)cc1)c1ccccc1F
    -10	-4	5	1.1	1	-1	3	-10	3
#27 COc1ccccc1C(N)=S
    -11	-6	-3	0.8	-7	0	3	-6	8
#28 O=C(c1cnc2sccn2c1=O)N1CCCc2ccccc21
    -9	-4	-8	0.1	-8	-6	0	-2	4
#29 CC(=O)Nc1cnc(-c2ccccc2C(C)=O)cn1
    -10	-2	-8	0.1	-9	.	0	.	5
#30 CCc1ccc(OCC(=O)N2CCN(c3ccccn3)CC2)c(Br)c1
    20	-4	8	0.0	7	-22	1	-10	-7

(continued)
Each structure is followed by: CHRM1 antagonist	M1 ag	CHRM4 antagonist	M1 ag parental	CHO-K1 Ca antag	CHO parental Ca	M4 ag	OXTR potentiator	CHRM1 PAM
#31 CSc1cccc(CN2CCN(CCc3ccccc3)C(CCO)C2)c1 (stereo unspecified)
    -7	-11	-1	1.3	-13	-18	2	-3	-1
#32 COc1ccc(/C(C)=N/NC(=O)c2ccccc2N)cc1
    -6	-4	6	1.2	-6	-5	3	-11	7
#33 O=C1C=C(c2ccc(-c3ccccc3)c(F)c2)C[C@@H](c2ccc(F)cc2)C1
    -12	0	2	0.1	-8	-5	2	-5	15
#34 COc1ccc(CNC(=O)CN2C(=O)CC(c3ccccc3)=Nc3ccccc32)cc1
    21	-1	11	0.8	-13	-18	0	-1	-6
#35 O=C(NCc1ccc(Cl)nc1)c1csc([C@@H]2C[C@H](O)[C@@H](CO)O2)n1
    -15	0	-13	-0.5	1	.	1	.	20
#36 CC(C)(C)C(=O)Nc1ccc(C(=O)N/N=C/c2ccccc2OC(=O)c2ccc(Cl)cc2)cc1
    1	-9	-8	1.5	-4	-5	4	-8	-7
#37 O=C(c1ccccc1NS(=O)(=O)c1ccc(F)cc1)N1CCCC1
    -10	-5	-21	0.2	-8	-1	1	1	8
#38 CCOC(=O)C(=CNc1cccc(C)n1)C(=O)OCC
    -25	-3	-3	0.3	-11	3	-1	-8	7
#39 COc1ccc(Cc2nnc(NC(=O)c3cccs3)s2)cc1
    -1	-3	7	-0.1	8	5	0	-8	1
#40 COc1ccc(-c2nnc3cccc(Cl)n23)c(OC)c1
    9	-6	-8	0.3	-4	-18	0	2	-3
#41 COC(=O)C(Cc1ccc(O)cc1)NC(=O)c1ccccc1OC (stereo unspecified)
    -18	-2	8	0.8	-7	-4	1	-8	1
#42 COc1ccc(CCN(C)C(=O)c2ccc(S(=O)(=O)NCc3ccco3)cc2)cc1OC
    -3	-1	5	0.9	-5	-10	2	-2	9
#43 Cc1ccc(C(=O)Nc2cccc(C(=O)NC3CCCCC3)c2)cc1
    -11	-3	4	1.6	-7	-23	4	-1	2
#44 CCOc1ccc(C(O)c2nccn2Cc2ccccc2)cc1 (stereo unspecified)
    -5	-4	-9	0.2	4	-10	2	-9	4
#45 Cc1cccc(NC(=O)Cn2nc(C(F)(F)F)cc2C2CC2)c1
    4	-7	-2	2.5	-11	-13	0	-4	-2

More structures follow:
Each structure is followed by: CHRM1 antagonist	M1 ag	CHRM4 antagonist	M1 ag parental	CHO-K1 Ca antag	CHO parental Ca	M4 ag	OXTR potentiator	CHRM1 PAM
#46 O=C(O)c1cc(S(=O)(=O)N2CCCCC2)ccc1Cl
    -4	3	3	-0.6	-7	-7	1	-1	16
#47 COc1c(/C=N/NS(=O)(=O)c2ccc(C)cc2)c(CCN(C)C(C)=O)cc2c1OCO2
    17	0	5	0.4	-8	-10	0	-5	-6
#48 O=C1c2cccc3cccc(c23)C(=O)N1c1ccccc1Cl
    -16	-1	-10	0.6	-7	-18	3	-4	9
#49 O=C(c1ccccc1)N1CCN(S(=O)(=O)c2ccccc2)CC1
    102*	-3	4	1.4	-8	-8	1	4	3
#50 CC(=O)c1ccc(N2CCN(C(=O)C3CCCN3S(=O)(=O)c3cccc4nsnc34)CC2)cc1 (stereo unspecified)
    3	-1	-4	1.0	-2	-16	2	-6	-2
#51 O=c1ccccn1CCOc1ccccc1Cl
    7	-6	-1	0.2	19	-15	0	-7	2
#52 COCCNc1nc(-c2ccc(OC)cc2C)c2sc(-c3ccccc3)cc2n1
    0	-5	-5	0.0	-2	.	3	.	-4
#53 COc1cccc(OCC(O)CN2CCN(C)CC2)c1 (stereo unspecified)
    -6	-3	0	0.8	-7	-11	1	-3	2
#54 COc1ccc(NC(=O)CN(C)S(=O)(=O)c2cnc[nH]2)cc1
    -11	5	2	0.6	3	-8	1	-9	18
#55 COc1nc(-c2ccccc2)ncc1S(=O)(=O)c1ccccc1
    1	-2	-3	0.0	-13	-9	1	-4	1
#56 CCN(CCCNC(=O)CSc1cc(=O)n(C)c2cc(Cl)ccc12)Cc1ccccc1
    3	-10	6	1.5	-3	-27	2	-2	-9
#57 Cc1ccc(CC(=O)Nc2nncs2)cc1
    3	-3	12	0.0	-13	14	0	-11	3
#58 ClCC(CNCc1ccccc1)c1ccccc1 (stereo unspecified)
    8	-7	5	2.8	-13	.	0	.	6
#59 S=c1[nH]nc(-c2ccccn2)n1/N=C/c1ccc(-c2ccccc2Cl)o1
    -4	-8	10	-0.7	-1	14	0	-9	5
#60 O=[N+]([O-])c1cccc(/C=N/n2cnnc2)c1O
    -1	-4	-7	-0.2	-2	0	0	0	-2
